High-throughput results deposited in PubChem BioAssay by National Center for Advancing Translational Sciences (NCATS).
ATXN2 expr inh: inhibitors of ATXN2 expression; HEK-293 ATXN2-luciferase reporter, luminescence, 24 h; Potency, µM (highest dose often 57 µM), for inactives: at the highest dose activity change, negative = inhibition, hits mostly inhibitors; 360,000 compounds, 0.72% hits; AID 1745845; note: potency is the fitted concentration of half-maximal effect; % is set by controls: 0 for no effect and ±100 for the full control effect; nearly all actives have a fitted effect of over 55% in size
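ATXN2-luciferase reporter cells (luciferase flanked by upstream and downstream ATXN2 gene portions) were treated 24 h at 37 °C with compounds at up to 57 uM. SteadyGlo luminescence gave expression; GF-AFC fluorescence gave viability.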
HT1080NT lethal: kills 2HG-producing HT-1080-NT fibrosarcoma cells; HT-1080-NT fibrosarcoma viability, CellTiter-Glo ATP luminescence, 48 h; Potency, µM (doses to about 46.1 µM), for inactives: at the top dose activity, negative = less viability, most hits filed as cytotoxic; 360,000 compounds, 1.6% hits;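 note: NT is the 2HG producing partner of a matched IDH1 knockdown line; potency is the fitted concentration of half-maximal effect; 0% = DMSO-treated cells and -100% = media-only wells without cells; nearly all actives have a fitted effect of over 55% in size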
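HT-1080-NT; 750 cells/well; 5% FBS RPMI; 48 h compound, 37 degrees C; CellTiter-Glo luminescence; curve fitting and curve-class assignment.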
KB-V1 cytotox: kills drug-selected multidrug resistant KB-V1 cells; KB-V1 MDR cells viability, CellTiter-Glo, 72 h; Potency, µM (highest dose often 46.1 µM), for inactives: at the highest dose activity change, negative = cytotoxicity, most hits filed as cytotoxic; 400,000 compounds, 3.4% hits; note: potency is the fitted concentration of half-maximal effect; % is set by controls: 0 for no effect and ±100 for the full control effect; nearly all actives have a fitted effect of over 60% in size
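Compound-treated KB-V1 multidrug-resistant cells, 72 h, 37 degrees C; viability by CellTiter-Glo. Fitted qHTS curves give the values.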
SW480 rereplic: DNA re-replication induction in SW480 cells. SW480 DNA re-replication, Hoechst DNA content imaging, 48 h. Potency, µM (titrated, usually from 46.1 µM), without a hit: at the highest dose re-replication activation, hits mostly activators. 340,000 compounds, 1.8% hits; note: potency is the fitted concentration of half-maximal effect; % of control where 0% means no effect; nearly all actives have a fitted effect of over 55% in size
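First, 250 cells per well were seeded. Next, compound or vehicle (23 nL) was pinned in, plates sat 48 hr at 37 C. Finally Hoechst was added for 40 min before fluorescence scanning.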
HT1080 IDH1KD tx: HT-1080 IDH1 knockdown cell toxicity (counter line). HT-1080 IDH1 knockdown viability, ATP luminescence, 48 h. Potency, µM (doses to about 46.1 µM), for inactives: top-dose activity, negative = toxicity, hits mostly cytotoxic. 360,000 compounds, 2% hits;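 note: potency is the fitted concentration of half-maximal effect; 0% = DMSO wells and -100% = cell-free medium wells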
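Cytotoxicity counter-line: IDH1KD HT-1080, 48 h, CellTiter-Glo. Curves classed by r2, magnitude and activity.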
S2 tox: reduces viability in counter-screen for ATXN expression inhibitors; S2 cells (HEK-293 line with an ATXN2-luciferase reporter) viability, CellTiter-Fluor protease fluorescence, 24 h; Potency, µM (doses to about 56.7 µM), actives largely listed as cytotoxic; 400,000 compounds, 0.49% hits; AID 651635; note: potency is the fitted concentration of half-maximal effect; nearly all actives have a fitted effect of over 40% in size
MCF10A rerep: inducers of DNA re-replication in MCF 10A breast cells; MCF 10A DNA re-replication, Hoechst nuclear intensity, 48 h; Potency, µM (series often up to 46.1 µM), without a hit: top-dose activity, positive = re-replication, actives largely listed as activators; 350,000 compounds, 2.9% hits; AID 624296; note: potency is the fitted concentration of half-maximal effect; % of control where 0% means no effect; nearly all actives have a fitted effect of over 50% in size
KB-3-1 cytotox: KB-3-1 parental cell cytotoxicity | KB-3-1 viability, CellTiter-Glo ATP luminescence, 72 h | Potency, µM (top dose mostly 46.1 µM), inactives show at the top dose activity change, negative = cytotoxic, actives largely listed as cytotoxic | 400,000 compounds, 1.4% hits | AID 1347075; note: potency is the fitted concentration of half-maximal effect; % is set by controls: 0 for no effect and ±100 for the full control effect; nearly all actives have a fitted effect of over 60% in size
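Parental KB-3-1 viability, qHTS format: 72 h compound exposure, 37 °C; CellTiter-Glo; media-only wells and DMSO plates as controls; concentration-effect fits on corrected data.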
IL-1B inflam inh: blocks inflammasome-driven IL-1 beta release. activity change, % at 57.5 µM. 360,000 compounds, 4.7% hits. AID 743279. THP-1 LPS/ATP IL-1B secretion, AlphaLISA, 16 h; active compounds read low; in the data active = activity change below about -50%; inconclusive = mostly about -30% to -49%; note: % is set by controls: 0 for no effect and ±100 for the full control effect
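THP-1 cells pretreated 1 hr with compounds (up to 57.5 uM final), then stimulated with LPS (250 ng/mL final) plus ATP (1.25 mM final); secreted IL-1B measured by AlphaLISA after 16 hr, decreased signal indicating inhibition.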
* hit, by the source's call; i = inactive; ? = inconclusive; . = not tested or not shown; ! = a repeat was not active; [ ] = dose if it differs, or a comment. Unless noted, calls come from the whole dose curve; as a rule, active = well fitted curve in the direction sought with a large enough effect; inconclusive = small, poorly fitted or top-dose-only effect, or another doubt; inactive = no such curve, though single readings can be large; an effect the other way counts as inactive or inconclusive.

SMILES	ATXN2 expr inh	HT1080NT lethal	KB-V1 cytotox	SW480 rereplic	HT1080 IDH1KD tx	S2 tox	MCF10A rerep	KB-3-1 cytotox	IL-1B inflam inh
Cc1ccc(C(c2nnnn2C2CCCC2)N2CCN(c3nc4ccccc4s3)CC2)cc1 (stereo unspecified)	1%	6%	-5%	0%	3%	i	4%	-14%	-3
Cc1ccc(OCC(=O)NNC(=O)Cn2nnc(-c3ccccc3)n2)cc1	-12%	0%	4%	0%	?	i	0%	11%	-7
Cn1c(SCc2cccc(Br)c2)nc2ccccc2c1=O	-22%	-26%	-3%	12%	-3%	i	5%	?	0
Cc1ccc(-c2nn(-c3ccc(F)cc3F)c3c2cnc2c(F)cccc23)cc1	10%	.	8%	.	.	i	.	3%	.
O=C(CCC(=O)Nc1ccccc1Cl)NN=C1CCCC1	2%	3%	?	1%	1%	i	-2%	17%	23
O=C1C2C3C=CC(CC3)C2C(=O)N1c1ccc([N+](=O)[O-])cc1 (stereo unspecified)	0%	0%	0%	-6%	-1%	i	-6%	0%	21
CC1(C(=O)NS(=O)(=O)C2CC2)CCN(C(=O)c2ccc(F)cc2Cl)C1 (stereo unspecified)	1%	23%	0%	.	10%	i	.	10%	14
O=C(Nc1nnc(SCc2ccccc2)s1)c1cccs1	26%	-7%	-4%	-2%	-4%	i	11%	-8%	-21
COC(=O)CSC1=C(C#N)C(c2ccccc2OC)C(C(=O)OC)C(=O)N1 (stereo unspecified)	-1%	11%	?	0%[9.22 µM]	5%	i	2%	12%	25
Cc1cc(NC(=O)c2ccco2)ncc1NC(=O)CCc1ccccc1	11%	4%	5%	-6%[9.22 µM]	13%	i	?	0%	-12
Cc1ccc(NC(=O)Cn2c(=O)n(-c3ccccc3)c(=O)c3ccc(C(=O)NCc4ccc5c(c4)OCO5)cc32)c(C)c1	-15%	.	?	.	.	?	.	-5%	.
C=CCOc1ccc(C(c2c(C)n(C)n(-c3ccccc3)c2=O)c2c(C)n(C)n(-c3ccccc3)c2=O)cc1	-3%	-1%	11%	-6%	-1%	i	1%	?	-4
COC(=O)c1cccc(NC(=O)CSc2nc(=O)cc(N)n2-c2ccccc2)c1	-4%	-6%	1%	-7%	4%	i	1%	25%	-3
O=C(CSc1nc2cc(Cl)ccc2s1)N1CCN(C(=O)c2ccco2)CC1	-1%	-1%	0%	-3%	0%	i	15%	-2%	23
CC(C)N1CCN(S(=O)(=O)c2ccc3ccccc3c2)CC1	.	0%	-8%	4%	-3%	i	-1%	2%	-7
CCOc1ccc(NC(=O)c2ccc(N3CC4CC(C3)c3cccc(=O)n3C4)c(NC(=O)CCN3CCOCC3)c2)cc1 (stereo unspecified)	-10%	4%	?	-2%	-2%	i	1%	11%	?
O=P1(O)CC2=C(CC=CC2)C1	.	-2%	9%	.	1%	i	.	0%	11
COc1cc2cnc(-c3ccccc3)cc2cc1OC	15%	-13%	?	-6%	-10%	i	12%	-41%	-20
CC(C)c1ccccc1OCCNC(=S)NC(=O)c1cccnc1	2%	-16%	?	17%	-29%	i	?	4%	72
Cc1ccc(C(=O)N2CCc3ccccc32)cc1NC(=O)c1ccco1	-18%	-4%	0%	-3%	-2%	i	5%	-3%	1
COc1ccc(CC2(CO)CCN(Cc3ccc4nsnc4c3)CC2)cc1	-19%	-3%	0%	-43%	-11%	i	16%	-18%	-22
C=CCn1c(SCC(=O)NCC2CCCO2)nc2scc(-c3ccccc3)c2c1=O (stereo unspecified)	-10%	8%	-2%	-9%	-4%	i	11%	-11%	-6
CCOc1ccc(N=C2C(=O)Nc3ccc(C)c(Br)c32)cc1	-13%	-4%	12%	1%	1%	i	9%	0%	9
Cc1cc(Cl)ccc1OCC(=O)Nc1ccccc1NS(=O)(=O)c1cccs1	.	-6%	?	-25%	-7%	i	?	-21%	-8
O=C(NCC1CCCO1)c1c(O)c2c([nH]c1=O)CCCC2 (stereo unspecified)	38%	-8%	-4%	?	-13%	i	-6%	-4%	-2
CCC/C=C1/CCCOC(C(=O)NCc2ccccn2)(C(F)(F)F)C1 (stereo unspecified)	-2%	16%	?	-4%[9.22 µM]	8%	i	?	-3%	-4
COC(=O)c1c(C)oc(C)c1S(=O)(=O)Nc1ccc(C(C)C)cc1	33%	-1%	-16%	-45%[inhibitor]	-2%	i	?	3.3µM*	6
COc1cccc(-c2cc(C(=O)Nc3ccccc3SC)no2)c1	48%[activator]	10%	0%	-3%	5%	i	0%	0%	9
COc1cc2c(OC(C)=O)c3c(c(-c4ccc5c(c4)OCO5)c2cc1OC)C(=O)OC3	-20%	2.9µM*	?	6%	2.1µM*	?	?	3.3µM*!	-21
CO/N=C(\CS(=O)(=O)Cc1ccc(OC)cc1)c1ccc(Cl)cc1	-7%	5%	0%	1%	-21%	i	-4%	0%	12

Three of the entries above in order of the IL-1B inflam inh value, lowest first.
| molecule | IL-1B inflam inh |
| --- | --- |
| COc1ccc(CC2(CO)CCN(Cc3ccc4nsnc4c3)CC2)cc1 | -22 |
| COc1cc2c(OC(C)=O)c3c(c(-c4ccc5c(c4)OCO5)c2cc1OC)C(=O)OC3 | -21 |
| O=C(NCC1CCCO1)c1c(O)c2c([nH]c1=O)CCCC2 (stereo unspecified) | -2 |

Additional compounds follow:
SMILES	ATXN2 expr inh	HT1080NT lethal	KB-V1 cytotox	SW480 rereplic	HT1080 IDH1KD tx	S2 tox	MCF10A rerep	KB-3-1 cytotox	IL-1B inflam inh
CC(C)CNC(=S)NNC(=O)c1nn(C)cc1Cl	-4%	15%	20%	-7%	7%	i	10%	15%	-4
CN1CCN(NC(=O)CSc2ccc(Cl)cc2Cl)CC1	2%	6%	3%	7%	9%	i	-3%	-4%	0
Cc1ccc(C)c(C(O)c2ncc(-c3cccc(C(F)(F)F)c3)[nH]2)c1 (stereo unspecified)	4%	-27%	6%	.	?	?	.	0%	-54*
Cc1cc(-c2ccc(C(C)C)c(S(=O)(=O)N3CCN(c4ccccn4)CC3)c2)on1	.	2%	?	?	-2%	?	4.1µM*	?	18
COc1ccccc1N1CCN(C(=O)c2cc(C3CC3)on2)CC1	8%	16%	6%	-7%	11%	i	-1%	7%	7
CSc1ccccc1C(=O)Nc1ccccc1C(=O)N1CCCC1	-2%	-7%	1%	-9%	0%	i	-8%	10%	30
CC(C)(C)C(=O)OCc1nc(-c2ccc(Cl)cc2)cs1	36%	3%	?	1%	-2%	i	23%	19%	-22
CC1(C)COC(c2cc3c(cc2Br)OCO3)OC1	6%	-2%	-5%	-6%	-19%	i	1%	-2%	21
Cc1ccc(NC(=O)CN(C)C(=O)CNC(=O)c2cccs2)cc1	-7%	3%	-29%	-3%	-1%	i	-7%	13%	33
CC1(C(=O)NCc2cccc3ccccc23)CCN1C(=O)Cc1ccc(-c2ccccc2)cc1 (stereo unspecified)	?	18µM*	-2%	.	?	?	.	0%	-104*
CSc1ccc(/C=N/n2c(COc3ccccc3)n[nH]c2=S)cc1	-2%	1%	30%	-5%	-2%	i	16%	9%	73
NS(=O)(=O)c1ccc2nc(NC(=O)CS(=O)(=O)c3ccc(F)cc3)sc2c1	1%	-2%	-2%	24%	-3%	i	-2%	23%	23
Cc1cc(CN(C)C(=O)C2CCC(=O)N(CCc3ccccc3)C2)n[nH]1 (stereo unspecified)	4%	8%	-1%	-5%	8%	i	2%	8%	0
Cc1ccc(S(=O)(=O)N2CC=C(C(=O)NCc3ccccc3)CC2)cc1	-3%	3%	0%	3%	4%	i	14%	-7%	-11
O=C(O)c1ccc(S(=O)(=O)c2ccc3c(c2)C(=O)N(Cc2ccco2)C3=O)cc1	-6%	-2%	-1%	-3%	1%	i	-2%	9%	-4
CCN1CN(Cc2ccco2)CNC1=S	-11%	27%	0%	1%	12%	i	2%	-3%	10
Cc1cccc(Oc2ccccc2NC(=O)c2cnccn2)c1	2%	4%	-22%	1%	7%	i	2%	-3%	-6
CNc1cncc(-c2ccc(C)cc2)n1	63%[activator]	12%	1%	.	3%	i	.	0%	-11
CCOC(=O)N1CCC(NC(=O)c2cc(S(=O)(=O)N3CCC4(CC3)OCCO4)ccc2F)CC1	-6%	-5%	23µM*	1%	2%	i	12%	-3%	21
Cc1ccc(NC(=O)c2cc(C)nn2-c2ccccc2)cc1	14%	-8%	11%	-5%	10%	i	-1%	-2%	-8
COc1ccccc1NC(=O)/C(C#N)=C/c1ccncc1	-17%	-4%	-6%	2%	11%	i	-6%	4%	0
Cc1ccc(C)c(OCC(=O)NNC(=O)c2ccc(NC(=O)C3CC3)cc2)c1	0%	3%	13%	?	-1%	i	-3%	29%	-30
C/C(CC(=O)Nc1ccc(Cl)cc1C(F)(F)F)=N\NC(=O)c1cccs1	-3%	-13%	0%	?	-9%	i	?	-26%	.
O=C1CN(c2ccccc2)C(=S)N1C(=O)c1ccc(Br)cc1	80%[activator]	9%	0%	1%	4%	i	-2%	15%	-3
Cc1cc(C)cc(Oc2nc3c(c(=O)n(C)c(=O)n3C)n2Cc2ccc(F)cc2)c1	4%	.	-2%	.	.	i	.	7%	.
C[n+]1cccc(/C=N/NC(=O)CC23CC4CC(CC(C4)C2)C3)c1	-6%	11%	0%	-5%	9%	i	-1%	16%	29
Cc1oc(-c2cc(F)cc(F)c2)nc1CN1CCSCC1	0%	13%	-11%	-5%	-2%	i	1%	-11%	-23
O=C(CSC1CCCCC1)Nc1ccccc1Br	23%	9%	-28%	5%	-3%	i	6%	-10%	0
Cc1ccc(C2CC(=O)C(C=NCCN3CCN(C(=S)Nc4ccc(F)cc4)CC3)=C(O)C2)cc1 (stereo unspecified)	-28%	?	21%	-101%	-1%	i	?	-2%	-4
CCc1nnc(NC(=O)CN2CCN(S(C)(=O)=O)CC2)s1	2%	19%	26%	-18%	16%	i	1%	3%	33
